CHOP UPR activ: apoptotic UPR (CHOP) activation. activation, % at 10 µM. AID 449763. hit rate 0.34% among 330,000. CHO-CHOP luciferase reporter, luminescence; percent of tunicamycin response over DMSO baseline;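 active = at 10 µM dose, activation of 40% or more, normalized to positive control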;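 note: 100% = tunicamycin at 10 µg/mL and 0% = DMSO alone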
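Test system: CHO-CHOP cells, stable luciferase reporter of PERK-eIF2a-CHOP signalling | Quantity: 500 CHO-CHOP cells per well | Buffer or medium: F12 plus 10% serum | Compound dosing: 10 µM single point, 0.5% DMSO | Schedule: 6 h compound treatment, 37 °C | Signal: Luciferase luminescence | Control set: Tunicamycin high control, DMSO low control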
UPR XBP1 act: adaptive UPR (XBP1) activation. CHO-XBP1 luciferase reporter, IRE1-XBP1 UPR activation, luminescence; percent of tunicamycin response, DMSO as zero. hit rate 0.33% among 330,000. activation, % at 20 µM;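 active = versus positive control, 20 µM dose yields 30% or more activation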;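 note: 100% = tunicamycin at 10 µg/mL and 0% = DMSO only wells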
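Material – CHO cell line with stable XBP1 luciferase reporter · Buffer or medium – F12 plus 10% FBS · Compound – single point, 20 µM final compound, 1% DMSO · Schedule – 16-18 h cell attachment at 37 °C, then 6 h compound exposure · Signal – Steady-Glo luminescence read · Benchmarks – high control tunicamycin 10 µg/mL final, low control DMSO vehicle only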
NR3A LBD binder: modulators (binders) of human NR3A ligand-binding domain. NR3A LBD differential scanning fluorimetry, Tm shift; 0% = protein alone, 100% = glycine-bound protein. Tm shift relative to glycine control, % at 25 µM. hit rate 2.5% among 340,000. AID 1259313;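 active = melting temperature shift of at least 10% of the positive control shift, at one fixed dose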
TIM10 inh: inhibits growth of TIM10 yeast strain; inhibition, % at 10 µM; hit rate 1.4% among 330,000; S. cerevisiae TIM10 strain growth, BacTiter-Glo luminescence, 24 h; AID 463195;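 active = inhibition of 40% or more at the single tested concentration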;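 note: wild-type TIM10 isogenic control strain grown at permissive 25 °C; 0% = DMSO yeast wells and 100% = minimal medium wells without yeast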
Mdm2-MdmX inh: human Mdm2/MdmX binding inhibition | O15151+Q00987 | SaOS-2 split-luciferase Mdm2/MdmX complementation, luminescence | inhibition, % at 8 µM | hit rate 3% among 330,000;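 active = inhibition of at least 50% at 8 µM in the primary screen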
Target sequence (O15151 whole entry, looked up): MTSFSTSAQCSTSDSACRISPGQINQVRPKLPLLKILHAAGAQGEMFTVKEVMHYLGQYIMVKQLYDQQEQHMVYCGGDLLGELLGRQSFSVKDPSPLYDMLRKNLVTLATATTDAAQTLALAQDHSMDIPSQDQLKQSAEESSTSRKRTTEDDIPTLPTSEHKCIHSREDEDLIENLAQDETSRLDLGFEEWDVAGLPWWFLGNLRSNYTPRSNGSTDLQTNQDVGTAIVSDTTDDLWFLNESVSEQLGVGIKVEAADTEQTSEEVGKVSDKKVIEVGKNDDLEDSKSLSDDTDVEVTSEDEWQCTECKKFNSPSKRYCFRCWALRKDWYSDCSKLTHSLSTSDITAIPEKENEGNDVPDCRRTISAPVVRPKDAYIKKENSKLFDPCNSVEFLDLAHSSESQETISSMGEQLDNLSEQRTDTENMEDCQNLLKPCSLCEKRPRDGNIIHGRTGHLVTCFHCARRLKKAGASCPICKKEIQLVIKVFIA
Target sequence (Q00987 whole entry, looked up): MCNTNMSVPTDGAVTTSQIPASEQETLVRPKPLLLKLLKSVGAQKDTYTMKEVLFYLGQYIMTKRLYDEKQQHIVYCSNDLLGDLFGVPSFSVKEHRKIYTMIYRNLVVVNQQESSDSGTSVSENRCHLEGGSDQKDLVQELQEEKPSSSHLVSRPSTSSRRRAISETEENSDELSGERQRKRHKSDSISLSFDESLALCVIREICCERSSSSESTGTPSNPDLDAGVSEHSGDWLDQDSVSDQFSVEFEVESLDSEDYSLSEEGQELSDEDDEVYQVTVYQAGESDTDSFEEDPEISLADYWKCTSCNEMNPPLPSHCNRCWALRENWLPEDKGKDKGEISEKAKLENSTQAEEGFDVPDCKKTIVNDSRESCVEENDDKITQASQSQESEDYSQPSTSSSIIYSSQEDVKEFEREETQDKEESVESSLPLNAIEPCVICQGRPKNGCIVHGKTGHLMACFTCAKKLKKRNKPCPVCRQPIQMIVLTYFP
NLRP3 yeast inh: NALP3 inhibition in yeast; AID 2825; hit rate 0.39% among 330,000; Yeast reconstituted NLRP3/ASC/caspase-1, beta-gal luminescence, 24 h; inhibition, % at 10 µM;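 active = inhibition of 50% or more; inactive = inhibition below 50%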;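 note: plate controls were induced DMSO wells for no effect and uninduced yeast grown without galactose for full effect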
tim23-1 inh: growth inhibitors of tim23-1 mutant yeast; inhibition, % at 20 µM; hit rate 1.3% among 330,000; S. cerevisiae tim23-1 growth, BacTiter-Glo luminescence, 24 h; AID 463212;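 active = growth inhibition of the mutant yeast at or above 50%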;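 note: temperature-sensitive mutant grown at 25 °C; plate controls were DMSO-treated mutant yeast for no effect and medium wells lacking yeast for full effect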
tim10-1 inh: tim10-1 yeast growth inhibition. S. cerevisiae tim10-1 ts strain growth, BacTiter-Glo, 24 h. inhibition, % at 20 µM. hit rate 2.2% among 330,000;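 active = inhibition of at least 40%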;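 note: mutant grown at 25 °C; 0% = DMSO wells with yeast and 100% = wells holding no yeast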
APJ ag: activates the human apelin receptor APJ; hit rate 0.11% among 330,000; P35414; activation, % at 20 µM; CHO-K1 APJ PathHunter beta-arrestin, luminescence; 0% DMSO wells, 100% apelin; AID 2520;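 active = activation more than six SD over the plate average, tested at 20 µM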;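 note: 0% = DMSO alone and 100% = apelin-13 at 10 nM; some results filed as inactive read as strong as hits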
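Test system: CHO-K1 APJ beta-arrestin complementation cell line | Compound: Single test compound dose, 20 µM final, 1% DMSO | Incubation: Compound 90 min 25 °C, reagent 1 h | Measured by: beta-gal luminescence | Read-out basis: APJ–arrestin association signal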
Active calls of the source: *.

SMILES | CHOP UPR activ | UPR XBP1 act | NR3A LBD binder | TIM10 inh | Mdm2-MdmX inh | NLRP3 yeast inh | tim23-1 inh | tim10-1 inh | APJ ag
CCC(C(=O)O)N1C(=O)C2CCCCC2C1=O (centres undefined) | 0.5 | -0.3 | 0.6 | 4.2 | -16.0 | 1.6 | 8.6 | 2.8 | 1.3
CC(=O)Nc1ccc(NC(=O)c2c(-c3ccccc3Cl)noc2C)cc1 | -0.6 | 1.7 | 1.1 | 8.7 | 25.4 | 14.3 | 2.3 | -8.7 | -1.1
CN1C(=O)c2ccc(NC(=O)c3ccc(N4CCCCC4)c([N+](=O)[O-])c3)cc2C1=O | 0.0 | 5.4 | -21.9 | 13.3 | -1.4 | 5.3 | 4.6 | -4.8 | -3.5
Cn1c2ccccc2c2c(C(=O)N3CCN(c4ccccn4)CC3)cn(C3CCCC3)c(=O)c21 | 2.9 | -1.3 | 0.3 | 47.4* | -10.7 | 7.9 | 26.9 | 40.3* | 2.4
COc1ccc(-c2csc(NC(=O)C3CC(=O)N(Cc4ccccc4)C3)n2)cc1OC (centres undefined) | 2.0 | -1.9 | -8.0 | 4.3 | 29.3 | 10.0 | 10.6 | 8.2 | 13.2
COc1ccc(NC(=O)COC(=O)C2CCN(C(=O)c3ccc(Cl)cc3)CC2)c([N+](=O)[O-])c1 | -0.2 | 0.2 | 1.2 | 3.6 | 12.0 | -7.8 | 2.4 | 7.3 | 2.0
CC1(C(=O)OCC(=O)Nc2ccc(Cl)cn2)CC1(Cl)Cl (centres undefined) | 1.6 | 4.2 | -2.6 | 2.6 | -1.9 | 10.8 | 32.7 | -7.4 | -2.7
COc1ccccc1CNC(=O)c1c(-c2ccccc2)nn(-c2ccccc2)c1C | -1.9 | -2.9 | 1.7 | 34.3 | -0.3 | -12.6 | 44.5 | 34.3 | -2.1
Nc1c(C(=O)OCC(=O)Nc2ccc(OC(F)F)cc2)[nH]c(=O)[nH]c1=O | -2.4 | -2.9 | -1.3 | 1.4 | 18.0 | 10.0 | -7.2 | -15.3 | -0.7
Cc1ccc(C(=O)COC(=O)COc2ccc(C)c(C)c2)cc1 | 0.4 | -1.5 | 5.2 | 9.0 | 29.3 | 11.8 | 4.8 | 2.4 | -2.4
Cc1cc(C)c(S(=O)(=O)c2ccccc2C)c(Oc2ccccc2)n1 | -0.2 | -3.0 | 4.5 | 20.1 | 2.6 | -35.4 | 37.4 | 27.4 | -0.3
CCc1cccc(C)c1NC(=O)C1CN(S(=O)(=O)c2ccccc2)CCN1S(=O)(=O)c1ccccc1 (centres undefined) | 2.8 | -2.8 | -1.3 | 5.1 | 8.2 | 5.7 | 29.5 | 14.9 | -1.8
CSc1nnc(C)c(=O)n1COC(=O)/C=C/c1ccc2c(c1)OCO2 | 2.6 | -3.0 | 0.5 | 14.5 | -22.1 | -7.1 | -5.1 | 6.5 | -1.4
CC(=O)Nc1ccc(-c2sc(Nc3ccccc3)n[n+]2C)cc1 | -0.6 | -0.7 | -3.1 | 2.2 | 2.4 | 5.6 | -8.2 | -7.4 | 1.0
COc1ccc2[nH]c3c4c(ccc3c2c1)C(=O)C=CC4=O | -5.6 | -11.8 | -25.4 | 79.1* | 74.9* | 38.2 | 75.7* | 61.6* | 2.8
COc1cc(/C=N/NC2=NCCCCC2)ccc1O | 1.0 | 2.9 | -0.4 | 10.3 | 21.3 | -9.5 | 4.0 | 8.8 | -2.7
CCOC(=O)N1CCN(C(=O)C2CC(c3ccccc3OC)=NO2)CC1 (centres undefined) | 0.7 | -0.7 | 0.6 | 1.3 | 18.2 | 19.5 | 20.9 | 8.7 | -2.9
O=C(CNC(=O)C(c1ccccc1)c1ccccc1)OCc1ccccc1 | 1.5 | 1.5 | -2.9 | 24.9 | -1.7 | 8.7 | 21.1 | 13.9 | 5.3
CCSc1nnc(NC(=O)NC2CCCCC2)s1 | 2.8 | 1.6 | 0.5 | 13.9 | -1.0 | -2.0 | 27.7 | 9.3 | -1.9
COc1ccc(-c2nc3c4ccccc4ccn3c2CN2CCOCC2)cc1OC | 1.3 | -1.1 | 1.8 | 14.7 | -7.5 | 7.6 | 17.5 | 5.8 | 1.4
COC(=O)[C@@H](NC(=O)Nc1ccc(C(C)=O)cc1)C(C)C | -1.1 | 1.0 | -2.7 | 8.8 | 0.0 | -0.9 | -0.7 | 8.2 | -1.6
COC(=O)c1c(NC(=O)C(=O)NCC2CCCO2)sc2c1CC(C)(C)OC2 (centres undefined) | -3.3 | -2.2 | 0.6 | -2.7 | 17.0 | 9.3 | 18.6 | 10.1 | -1.7
O=C(NCCCN1CCOCC1)C(=O)N/N=C/c1cccc2ccccc12 | -0.4 | -0.8 | 2.4 | 2.8 | 8.8 | 1.4 | 10.2 | -6.0 | 1.5
O=C(CSc1nc2cccnc2n1Cc1ccccc1)N1CCCC1 | -1.4 | 0.3 | 2.3 | -15.7 | -6.4 | 18.9 | -1.8 | -8.0 | -0.8
O=C(CSc1nc2ccccc2c(=O)n1-c1ccccc1F)NC1CC1 | 0.4 | -1.3 | -1.9 | -7.8 | 16.5 | 17.2 | 9.1 | 6.1 | -0.5

Shown as a hit in Mdm2-MdmX inh (from the list above):
SMILES | UPR XBP1 act | NR3A LBD binder | TIM10 inh | Mdm2-MdmX inh | NLRP3 yeast inh | APJ ag
COc1ccc2[nH]c3c4c(ccc3c2c1)C(=O)C=CC4=O | -11.8 | -25.4 | 79.1* | 74.9* | 38.2 | 2.8

Returning to the listing; the two compounds before the break are reprinted first.
SMILES | CHOP UPR activ | UPR XBP1 act | NR3A LBD binder | TIM10 inh | Mdm2-MdmX inh | NLRP3 yeast inh | tim23-1 inh | tim10-1 inh | APJ ag
O=C(CSc1nc2cccnc2n1Cc1ccccc1)N1CCCC1 | -1.4 | 0.3 | 2.3 | -15.7 | -6.4 | 18.9 | -1.8 | -8.0 | -0.8
O=C(CSc1nc2ccccc2c(=O)n1-c1ccccc1F)NC1CC1 | 0.4 | -1.3 | -1.9 | -7.8 | 16.5 | 17.2 | 9.1 | 6.1 | -0.5
O=C(Nc1ccccc1)Nc1nnc(SCc2ccc(Cl)cc2)s1 | 0.5 | -2.3 | 34.6* | -5.0 | 45.3 | 2.4 | -21.8 | 10.4 | -2.1
Cc1cc(SCc2ccccc2F)nc(=O)[nH]1 | 2.5 | -0.7 | 1.7 | 3.7 | 20.6 | 0.0 | 13.5 | 15.9 | -2.1
CCN(c1ccccc1)S(=O)(=O)c1ccc(F)cc1C | 0.2 | 1.9 | -2.7 | 4.0 | 7.4 | 8.4 | 8.7 | 12.5 | -0.3
CCC(C)c1ccc(NC(=O)C/C(C)=N/NC(=O)c2cnccn2)cc1 (centres undefined) | 2.6 | -0.8 | 1.1 | 26.3 | -21.3 | -13.5 | 23.2 | 16.6 | -0.8
CC(C)(C)c1ccccc1NC(=O)c1ccc2c(c1)SC1=NS(=O)(=O)CCN12 | 0.0 | -2.7 | -1.6 | 0.3 | 6.7 | 8.7 | 5.2 | 4.1 | -5.3
C/C(=N\OC(=O)c1ccccc1F)c1nccs1 | 0.5 | 3.7 | 0.4 | -11.2 | 7.7 | 1.3 | 8.6 | 21.3 | -1.0
COCCn1nnnc1C(c1ccccn1)N1CCN(c2cc(C)ccc2C)CC1 (centres undefined) | 0.5 | -1.4 | 0.1 | 13.5 | -6.2 | 4.4 | 15.1 | 6.3 | -2.6
COc1ccc(Oc2coc3c(CN4CCOCC4)c(O)ccc3c2=O)cc1 | 0.2 | 1.6 | 0.0 | 5.5 | 3.4 | 28.5 | -6.3 | 7.0 | 0.6
Cc1ccc(C(=O)COc2ccccc2C(=O)Nc2ccccc2)cc1 | -1.4 | -0.1 | 2.4 | -0.2 | 43.5 | -3.2 | 1.0 | 3.3 | 0.3
O=c1[nH]c(/C=C\c2cccc(C(F)(F)F)c2)nc(O)c1[N+](=O)[O-] | 0.0 | -6.9 | 1.9 | -4.7 | -7.2 | 19.6 | 0.0 | -10.7 | -5.7
C=CCN1C=C2C(=O)C(C)(OC(=O)CCc3ccccc3)C(=O)C=C2C=C1c1ccc(C#N)cc1 (centres undefined) | 0.3 | -1.2 | -4.3 | -6.8 | 5.6 | 3.3 | -7.7 | 16.7 | 9.5
N#Cc1c(-c2ccccc2)c(-c2ccccc2)n[nH]c1=O | 0.4 | 5.2 | -0.5 | 6.2 | 7.2 | 11.5 | 10.0 | -0.8 | -2.6
COc1ccc(C(=O)NC(=S)NNC(=O)c2ccc3ccccc3n2)cc1 | 0.7 | -0.9 | 10.9* | 4.7 | 55.7* | 19.7 | 27.6 | -12.7 | -2.3
CS(=O)(=O)Nc1ccccc1C(=O)Nc1ccccc1Cl | -1.9 | -2.3 | -1.6 | 11.5 | 8.8 | 12.2 | 2.0 | 12.5 | -18.8
Cc1cc(OCC(=O)NCC(C)C)cc(C)c1Br | 3.3 | 0.5 | 1.5 | -9.2 | 19.8 | 22.3 | -0.1 | 32.4 | -3.8
N#Cc1ncc(Cl)c2ccccc12 | 1.8 | -1.0 | 0.2 | 4.1 | 5.9 | 2.6 | 8.2 | -4.5 | -1.1
Cc1ccc(-c2c(C(=O)N/N=C/c3ccncc3)nnn2-c2nonc2N)cc1 | -0.4 | -7.2 | 0.8 | 8.1 | -17.3 | 2.2 | -0.3 | 1.4 | 6.3
COc1ccc(NC2CCCN(C(=O)CCc3ccccc3F)C2)cc1 (centres undefined) | 2.8 | -4.8 | -3.1 | -8.2 | 2.8 | 1.4 | 21.9 | 30.2 | -3.1
Cc1noc(C)c1COc1ccc(C(=O)N2CCN(S(=O)(=O)c3ccc(Cl)cc3)CC2)cc1 | -2.3 | -1.1 | 1.7 | 0.1 | 22.9 | 27.3 | 3.5 | -15.2 | 11.4
COc1ccc(C(=O)Nc2ccc(CN3CCOCC3)cc2)cc1Br | 2.2 | -1.5 | 7.0 | -51.6 | 14.5 | 31.1 | 3.7 | -46.9 | -2.5
Clc1cccc(Cl)c1CN1CCN(c2ncccn2)CC1 | 0.8 | 0.4 | 0.4 | -13.1 | 25.3 | 26.1 | 14.9 | -3.9 | -2.2
CCOC(=O)C(=O)NCC(c1ccco1)S(=O)(=O)c1cccs1 (centres undefined) | -1.3 | 0.1 | -2.3 | -0.2 | 5.7 | -5.5 | 0.2 | 19.3 | -4.6
CCOC(=O)C1=C(CS(=O)(=O)c2ccc(F)cc2)NC(=O)NC1c1cc(OC)c(O)c(OC)c1 (centres undefined) | 1.1 | -3.6 | 0.5 | -10.3 | 18.0 | 4.4 | -5.8 | 13.7 | -3.2
O=C(COc1ccc2ccccc2c1Br)N1CCCCC1 | 4.8 | -2.4 | -0.6 | -39.5 | -41.2 | 28.6 | 23.7 | 14.3 | 3.4
CCn1c(SCC(=O)Nc2cc(C)on2)nnc1-c1cccc(C)c1 | 2.0 | -2.0 | -1.0 | 4.2 | -15.3 | -3.7 | 2.1 | -29.6 | 1.1
Cc1ccc(NC(=O)C2CC(=O)N/C(=N/N=C/c3ccco3)S2)cc1 (centres undefined) | -0.8 | -1.7 | 2.1 | 6.5 | -16.0 | 3.2 | -8.5 | 1.6 | -2.4
CCOc1ccc(Nc2nc(N)c([N+](=O)[O-])c(N3CCN(CC)CC3)n2)cc1 | -1.0 | -0.8 | -2.2 | -16.0 | -0.7 | 11.0 | 7.8 | 25.0 | -4.3

Assay outcomes (PubChem BioAssay)
